# Bioassay records from PubChem.
# PKA-R2B act – activators of human PKA-R2B complex; P22694+P31323; PKA-R2B holoenzyme dissociation, Cy5-IP20 fluorescence polarization; R2B truncated from residue 108, S112A mutant; 0% DMSO only, 100% 113 µM cGMP; activation, % at 11.4 µM; actives 0.079% (n = 340,000); AID 504700;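 active means activation above a cutoff set at the mean over all compounds plus 3 SD, cut at about 18% in these data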;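 further: higher means more holoenzyme dissociation and a rise in polarization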
# Target sequence (P31323 whole entry, looked up, other chains not shown, the tested form may be a part): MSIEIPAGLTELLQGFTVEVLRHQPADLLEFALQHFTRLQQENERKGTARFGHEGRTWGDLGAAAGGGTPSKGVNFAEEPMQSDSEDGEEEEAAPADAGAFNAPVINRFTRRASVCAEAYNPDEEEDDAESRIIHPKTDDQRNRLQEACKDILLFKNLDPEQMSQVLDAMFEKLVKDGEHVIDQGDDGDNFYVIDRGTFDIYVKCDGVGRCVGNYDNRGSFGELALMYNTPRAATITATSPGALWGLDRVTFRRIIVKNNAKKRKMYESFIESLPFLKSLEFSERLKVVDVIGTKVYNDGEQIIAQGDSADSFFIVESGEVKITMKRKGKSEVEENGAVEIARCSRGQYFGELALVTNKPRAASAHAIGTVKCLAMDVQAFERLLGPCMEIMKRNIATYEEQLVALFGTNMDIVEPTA
# Tat transport – inhibitors of E. coli Tat protein transport | E. coli MC4100 TorA-mCherry Tat export, fluorescence | inhibition, % at 10 µM | actives 0.036% (n = 340,000) | AID 488895;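 active means mean replicate inhibition at least 50% and at least half of replicates individually reaching 50%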;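 further: exported cargo escapes ClpAP degradation while cytoplasmic cargo is degraded and loses fluorescence; 0% = median of neutral control wells and 100% = median of NaSCN control wells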
# HTR5A ag ctr – activates human HTR5A in OPRM1-OPRD1 agonist counter-screen. P47898. HTR5A agonist assay, luminescence, cell-based. activation, % at 9.3 µM. actives 0.61% (n = 340,000); in the data active means activation mostly above about 9.5%, no sharp cut-off; inactive means mostly below about 7.6%;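 further: 0% = cells with vehicle only and 100% = reference agonist; strong numbers were not always called active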
# PKA-R1A activ – activates the PKA-R1A holoenzyme complex; PKA-R1A dissociation, Cy5-IP20 fluorescence polarization; scaled: DMSO 0%, 113 µM cGMP 100%; activation, % at 11.4 µM; P00514+P68181; actives 0.083% (n = 340,000);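 active means percent activation above the mean of all tested compounds plus 3 SD, cut at about 19% in these data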;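 further: higher means more PKAc released from R1A so a rise in polarization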
# Ecoli viability – counter-screen for AddAB inhibitors: E. coli growth inhibition; E. coli V3065 growth, OD600 absorbance, 18 h; inhibition, % at 11.9 µM; actives 0.27% (n = 330,000); AID 449728;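 active means inhibition above the campaign's mean inhibition across all tested compounds plus 3 SD, cut at about 9.9% in these data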;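 further: uninfected addAB+ strain grown without phage in ampicillin broth; 0% = DMSO wells and 100% = ciprofloxacin 0.95 µg/ml wells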
# DAGLB inhibitor – diacylglycerol lipase beta (human) inhibition. Q8NCG7. HEK293T DAGLB membrane lysate, EnzChek fluorogenic substrate. inhibition, % at 5.17 µM. actives 0.059% (n = 340,000); in the data active means inhibition above about 34%;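 further: 0% = enzyme with vehicle and 100% = wells lacking enzyme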
# Mot1-301 SUMO – SUMOylation pathway inhibition by Mot1-301 growth rescue | S. cerevisiae Mot1-301 growth rescue, ATP luminescence, 38.5C; percent above DMSO median, 100 means doubled | growth rescue, % at 18.8 µM | actives 1% (n = 320,000) | AID 2716;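 active means every valid replicate shows activation above 250% relative to neutral control wells; inactive means the rest, any valid replicate at or below 250%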;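 further: OY570 slx delta 5 strain wells were the positive control but not used for scaling; some compounds called inactive have numbers as strong as hits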
# AddAB inh – less growth of phage-infected E. coli with AddAB. actives 0.29% (n = 330,000). inhibition, % at 11.9 µM. E. coli expressing H. pylori AddAB, absorbance growth; in the data active means inhibition above about 12%;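 further: 0% = vehicle wells of infected cells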
# CDK5 inh – CDK5/p35 (human) kinase inhibition; Q00535+Q15078; AID 488839; Recombinant CDK5/p35, ADP-Glo luminescence, 60 min; inhibition, % at 10 µM; actives 0.01% (n = 330,000);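 active means highest replicate inhibition of at least 50% and at least 75% of replicates reaching 50%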;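 further: plate controls were DMSO neutral control for no effect and GW8510 at 10 µM for full effect; many of its hits are not listed in these tables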
# Target sequence (Q00535 whole entry, looked up): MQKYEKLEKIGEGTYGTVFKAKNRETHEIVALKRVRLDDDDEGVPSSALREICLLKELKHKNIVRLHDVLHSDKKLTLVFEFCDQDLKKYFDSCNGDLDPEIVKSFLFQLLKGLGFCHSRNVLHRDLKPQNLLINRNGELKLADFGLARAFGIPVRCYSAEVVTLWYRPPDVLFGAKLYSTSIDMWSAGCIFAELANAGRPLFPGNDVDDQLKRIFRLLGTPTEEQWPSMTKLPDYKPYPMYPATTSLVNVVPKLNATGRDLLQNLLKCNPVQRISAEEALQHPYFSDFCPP
# Target sequence (Q15078 whole entry, looked up): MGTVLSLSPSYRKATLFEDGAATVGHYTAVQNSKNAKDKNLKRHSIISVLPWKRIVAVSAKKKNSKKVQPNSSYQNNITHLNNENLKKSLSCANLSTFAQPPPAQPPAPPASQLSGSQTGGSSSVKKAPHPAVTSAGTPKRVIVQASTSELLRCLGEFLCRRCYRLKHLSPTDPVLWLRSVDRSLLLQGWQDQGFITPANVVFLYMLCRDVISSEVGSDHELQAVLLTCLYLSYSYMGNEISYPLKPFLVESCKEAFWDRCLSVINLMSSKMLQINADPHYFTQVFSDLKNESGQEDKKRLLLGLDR
# HTR5A inv ag – HTR5A inverse agonism, opioid heterodimer counter-screen; actives 0.083% (n = 340,000); P47898; inhibition, % at 9.3 µM; HTR5A cell line, luminescence; AID 504634; in the data active means inhibition mostly above about 23%, no sharp cut-off; inactive means mostly below about 18%;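 further: 0% = cells with DMSO and 100% = no-cell wells with DMSO; some compounds called inactive have numbers as strong as hits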
# phage Ecoli inh – E. coli growth loss with phage present; actives 0.26% (n = 360,000); AID 651602; growth absorbance; inhibition, % at 11.9 µM; in the data active means inhibition above about 11%
# * = called active by the depositor; . = not tested or not shown; + = active, no number.
# Results follow in this order: PKA-R2B act	Tat transport	HTR5A ag ctr	PKA-R1A activ	Ecoli viability	DAGLB inhibitor	Mot1-301 SUMO	AddAB inh	CDK5 inh	HTR5A inv ag	phage Ecoli inh
CCN(CC)S(=O)(=O)c1ccc(C)c(NC(=O)COC(=O)[C@@H]2CCCN2C(=O)c2cccs2)c1
    0	-1	-2	-2	-2.0	-1	15	0.1	-1.8	5	0.8
CCOC(=O)N1CCN(C(=O)CCc2cc(OC)c(OC)c(OC)c2)CC1
    1	-17	0	4	.	-2	-10	.	-0.2	-4	2.1
Cn1c2ccccc2c2cnn(CC(=O)Nc3cccc(F)c3)c(=O)c21
    -6	-6	1	-9	-1.1	6	-6	1.2	-0.5	-4	-0.1
Cc1cc(C)cc(Nc2ccc(C(=O)O)cc2N)c1
    -4	-15	-2	-7	-0.2	1	-8	3.6	-0.5	0	1.4
CC1CCN(S(=O)(=O)c2cc3c4c(c2)C(C)C(=O)N4CCC3)CC1 (stereo not drawn)
    10	-3	1	2	-1.0	0	-5	2.9	-1.8	-2	3.2
CC1CCN(S(=O)(=O)c2cnc(Cl)c(Br)c2)CC1
    -7	2	6	-1	1.4	-3	167	2.1	-1.9	-15	0.0
O=C(Nc1nc2ccccc2s1)C1=NN(c2ccccc2)C(=O)CC1
    -3	8	4	-5	2.1	3	17	0.7	0.0	-10	2.0
COc1ccc(-c2nnc(SCC(=O)N3CCOCC3)o2)cc1OC
    -4	-3	5	0	0.2	-2	10	5.0	-3.5	-13	1.7
CCCCN(C(=O)CCCc1nc2ccccc2s1)c1c(N)n(CCCC)c(=O)[nH]c1=O
    -14	8	0	-8	2.4	-1	0	2.5	0.1	11	3.1
Fc1ccccc1CSc1nnnn1-c1ccc2c(c1)OCO2
    -14	25	3	0	1.0	-10	-9	-0.6	-4.4	16	2.4
C/C(N)=C(/C#N)C(=O)COC(=O)c1ccc(C)c(S(=O)(=O)N2CCCCC2)c1
    -9	9	3	-2	-1.4	-2	.	-2.4	-0.1	5	1.5
Cc1cccc(NC(=O)Nc2ccccc2[N+](=O)[O-])n1
    2	2	-1	1	-3.4	4	33	-1.8	-0.4	4	0.4
COc1ccc(NC(=O)COC(=O)c2ccc(NS(=O)(=O)/C=C/c3ccccc3)cc2)cc1
    -14	-4	-2	-2	0.9	2	19	0.0	0.8	-2	1.3
Cc1cc(C)n2nc(C(=O)N3CCCC(Nc4ccc(F)c(F)c4)C3)cc2n1 (stereo not drawn)
    -2	1	4	2	-0.1	4	7	4.6	-0.5	-1	1.7
Cc1cccc(NC(=O)c2cc(NC(=O)c3ccco3)ccc2N2CCCCC2)c1
    -10	5	2	-4	-1.6	-2	-5	-2.9	-2.4	-19	.
COc1ccc(C(CC(=O)c2ccccc2)C2CCCCC2=O)cc1 (stereo not drawn)
    -3	-6	-1	-8	-0.5	-6	-12	1.5	0.6	3	1.7
CCOc1cccc(C(=O)N/N=C/c2coc3ccccc3c2=O)c1
    -2	-6	7	-3	1.5	3	0	3.9	1.0	-5	2.2
O=C(c1cccnc1)N1CCN(S(=O)(=O)c2cccc(Cl)c2)CC1
    -2	3	-5	-5	.	0	-20	.	-0.2	13	0.6
O=C(NCCc1ccccn1)c1ccc(NS(=O)(=O)c2ccc(F)cc2)cc1
    -4	-4	9	-4	-1.0	-2	1	2.2	0.7	4	1.5
Cc1cccc(NC(=O)c2ccc(C)c(S(=O)(=O)N3CCOCC3)c2)n1
    -1	-2	2	-14	.	0	.	.	0.3	11	0.5
CC1(C)CC(NC(=O)C(=O)NCCc2ccc(Cl)cc2)CC(C)(C)N1
    6	-3	-4	5	-0.3	1	2	0.7	-1.2	10	4.7
O=C(NC1CCCCC1)c1cc2c(cc1Cl)N1CCCCCC1=NS2(=O)=O
    4	-8	-11	3	.	0	.	.	-0.3	27	1.2
C=CCSc1nc(C)cc2c1C(=O)OC2
    15	2	-1	0	-1.7	-2	-26	0.6	0.2	2	1.6
CC(C)CC(=O)Nc1nnc(SCC(=O)NC2CCCCC2)s1
    -1	2	-4	-3	0.3	1	-11	5.1	-4.7	10	1.6
COc1ccc(C(C)NC(=S)NC2CCCCC2)cc1OC (stereo not drawn)
    1	5	-1	-9	0.0	-1	4	0.9	-2.8	3	1.0
COc1cc(/C=N/NC(=O)NC2CCCCC2)ccc1O
    -6	-2	8	0	2.6	2	25	-0.8	-0.3	-23	-0.2
Cc1cc(OCCCn2ccnc2)cc(C(C)C)c1
    -6	-1	3	-7	-0.8	1	12	-3.9	1.0	-9	0.9
CCOc1ccccc1/C=N\Nc1cnn(Cc2ccccc2)c(=O)c1Cl
    -11	6	4	-12	0.5	-1	+	2.0	-1.1	-10	2.1
COCCN(C(=O)CSc1cc(C)c2ccccc2n1)c1c(N)n(CC(C)C)c(=O)[nH]c1=O
    1	6	3	3	1.6	-1	-16	2.8	-3.3	1	0.6
CC(C)(C)C(=O)C[n+]1ccccc1
    -6	-3	8	-12	-3.9	1	-8	-0.2	-4.3	-20	2.5
COCCN(CCOC)S(=O)(=O)c1ccc(C(=O)NCCCN2CCOCC2)cc1
    -1	24	-2	12	-2.0	0	.	-0.2	1.4	0	1.8
CCOC(=O)c1cc2c(ccn2C)n1CC(=O)N(CC)CC
    -13	-13	-1	-9	-0.2	1	-18	1.2	-2.7	2	2.3
Cc1cccc(NC(=O)c2nc[nH]c2C(=O)NCC(=O)OC(C)(C)C)c1
    13	13	6	-1	-4.7	2	7	-1.3	0.0	19	-2.5
COc1cc(NC(=O)NCC2CCN(Cc3ccccc3F)CC2)cc(OC)c1
    2	1	-1	-2	.	0	-2	.	0.1	4	2.3
Cc1ccsc1/C=N/NC(=S)NCc1ccccc1
    -11	0	0	-2	0.9	-5	12	1.2	0.8	-5	-1.4
COc1ccc(C(=O)COC(=O)CCCC(=O)NC2CCCCC2)cc1
    2	-2	-4	-9	-1.5	1	2	-0.8	1.3	9	3.0
O=[N+]([O-])c1ccc2nonc2c1Nc1ccccc1
    4	-12	3	-13	1.5	9	-12	1.9	-0.2	-11	0.5
COc1ccc(C(=O)NCCn2nc(C)cc2C)cc1OC1CCN(C(C)=O)CC1
    2	-7	-2	-10	2.1	-1	206	1.6	0.3	4	-0.7
COc1ccc(C(C)=O)cc1CN(C)C
    1	-1	-6	-4	-0.1	-4	-4	2.5	1.1	14	3.7
CCN(CC)S(=O)(=O)c1cc(NC(=O)COC(=O)c2c(C)noc2C)ccc1C
    -4	-1	-2	-11	-0.5	-3	0	-0.2	1.1	5	0.5

# Compounds listed so far that have a tert-butyl group (two):
# Results follow in this order: PKA-R2B act	Tat transport	HTR5A ag ctr	PKA-R1A activ	Ecoli viability	DAGLB inhibitor	Mot1-301 SUMO	AddAB inh	CDK5 inh	HTR5A inv ag	phage Ecoli inh
CC(C)(C)C(=O)C[n+]1ccccc1
    -6	-3	8	-12	-3.9	1	-8	-0.2	-4.3	-20	2.5
Cc1cccc(NC(=O)c2nc[nH]c2C(=O)NCC(=O)OC(C)(C)C)c1
    13	13	6	-1	-4.7	2	7	-1.3	0.0	19	-2.5

# (continued)
# Results follow in this order: PKA-R2B act	Tat transport	HTR5A ag ctr	PKA-R1A activ	Ecoli viability	DAGLB inhibitor	Mot1-301 SUMO	AddAB inh	CDK5 inh	HTR5A inv ag	phage Ecoli inh
COc1cccc(NS(=O)(=O)c2ccc3c(c2)N(C(C)=O)CCS3)c1
    -2	-2	-1	0	-2.7	2	-9	-0.3	1.0	6	1.2
COc1ccc(C(=O)N/N=C/c2ccc(N3CCOCC3)o2)cc1OC
    -1	21	2	4	-0.7	1	-15	1.5	0.6	23	2.6
CCN(c1ccccc1)S(=O)(=O)c1ccc(Cl)c(NC(=O)c2ccc(=O)[nH]n2)c1
    0	16	12*	0	1.9	-1	-6	-0.9	0.6	-30	1.4
COP(=O)(OC)c1nc(-c2cccc3ccccc23)oc1N1CCCCC1
    -1	-7	8	4	1.2	2	-8	0.8	0.4	13	1.1
CCC(C)[C@@H](CN(N=O)[C@@H](Cc1ccccc1)CN(C)N=O)N(CCc1ccccc1)N=O (stereo partly drawn)
    -4	12	-1	-4	-1.4	-10	-3	1.4	0.8	-10	.
CCCCNC(=O)/C(C#N)=C/c1ccc(-c2ccc(S(=O)(=O)N3CCOCC3)cc2)o1
    -15	-3	2	-16	-1.5	1	89	2.9	-0.9	-8	3.6
O=C(CSc1ccc(Cl)cc1)NC(=O)NC1CCCC1
    -11	14	10	8	.	0	.	.	0.8	-25	-0.1
COc1ccc(NC(=O)COC(=O)C2=COCCO2)cc1OC
    5	8	1	7	-0.2	0	-12	1.3	0.2	6	-0.5
Cc1cccc(C)c1NC(=O)CN(C)CC(=O)Nc1cc(Cl)ccc1C#N
    2	5	-4	-4	0.9	0	3	0.9	0.9	8	2.3
NC(=O)c1ccsc1NC(=O)COC(=O)c1ccccc1F
    1	4	2	-1	-0.3	-2	-2	0.1	-0.4	2	-0.1
Cn1c(=O)c2c(nc(CN3CCC(C(N)=O)CC3)n2Cc2c(Cl)cccc2Cl)n(C)c1=O
    0	0	-3	3	-2.7	1	-18	-3.0	0.1	-16	1.5
OCCN(CCO)Cc1csc2ccccc12
    8	-4	3	5	-0.9	-1	-10	-1.1	-0.2	-13	3.9
CN(C)c1ccc(/C=N\Nc2nc(-c3ccccc3)cc(=O)[nH]2)cc1
    -10	9	-3	-1	2.6	-2	12	6.3	0.3	9	0.7
O=[N+]([O-])c1ccc(N/N=C\c2cccn2-c2ccccc2)nc1
    1	14	3	1	1.2	19	18	5.6	2.3	-8	2.0
Cc1ccc(N(C(C)C(=O)N2CCN(Cc3ccccc3)CC2)S(C)(=O)=O)cc1 (stereo not drawn)
    -6	15	5	-5	-1.0	-3	-7	-0.2	-2.9	-19	2.1
CC1(S(=O)(=O)O)CC(=O)c2ccccc2C1=O (stereo not drawn)
    2	-11	-8	-8	-0.8	0	-9	0.9	0.9	0	3.0
COc1cc(NC(=O)Cn2cnc(S(=O)(=O)N3CCCC3)c2)cc(OC)c1OC
    5	-4	0	0	0.2	1	12	2.4	0.7	-3	3.0

# Mot1-301 SUMO, hit marks shown above.
mol | PKA-R2B act | Tat transport | PKA-R1A activ | DAGLB inhibitor | Mot1-301 SUMO | AddAB inh | CDK5 inh | phage Ecoli inh
CCOc1ccccc1/C=N\Nc1cnn(Cc2ccccc2)c(=O)c1Cl | -11 | 6 | -12 | -1 | + | 2.0 | -1.1 | 2.1

# An excerpt from above, reduced to phage Ecoli inh and PKA-R2B act:
compound	phage Ecoli inh	PKA-R2B act
COc1cc(/C=N/NC(=O)NC2CCCCC2)ccc1O	-0.2	-6
COc1ccc(C(C)NC(=S)NC2CCCCC2)cc1OC (stereo not drawn)	1.0	1
O=[N+]([O-])c1ccc2nonc2c1Nc1ccccc1	0.5	4
O=C(NC1CCCCC1)c1cc2c(cc1Cl)N1CCCCCC1=NS2(=O)=O	1.2	4
